Screening results from PubChem BioAssay.
West Nile virus CPE: inhibition of WNV-induced cytopathic effect – cell-based, CPE readout (AID 1621). West Nile virus-infected cells, CPE inhibition; higher % means a stronger effect. one-dose CPE inhibition, % at 10 µM; IC50 in µM for titrated hits. 0.02% of 290,000 active; in the data active = a potency from the dose series; inconclusive = CPE inhibition mostly from about 3.7% at the one dose, without a potency; inactive = the rest, 99 in 100 with CPE inhibition below about 2.2%; also: strong numbers were not always called active
K1F lysis inhibition: inhibition of K1F phage lysis, E. coli UTI89, bacterial capsule biogenesis inhibitors, alamar blue (AID 488966). 0.02% of 340,000 active. one-dose inhibition, % at 100 µM; IC50 in µM for titrated hits. E. coli UTI89 K1F phage lysis, alamar blue, 2 h; higher % means a stronger effect;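 active = phage lysis inhibition, versus mean bacterial control, above a set limit; inconclusive = no clear call, values can overlap the other calls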;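 also: capsule biogenesis inhibitors block K1F phage lysis so surviving cells raise fluorescence; higher fluorescence means more inhibition of phage lysis; actives were called in the ten point dose series up to 300 µM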
human PMI inhibitors: MPI inhibition at elevated mannose 6-phosphate – biochemical, fluorescence intensity, high mannose 6-phosphate, primary screen (AID 1220); inhibition, % at 20 µM, or IC50 in µM where a hit was titrated; 0.66% of 190,000 active; recombinant PMI enzyme, coupled fluorescence intensity; higher % means a stronger effect
TNAP activation fold: stimulation of alkaline phosphatase TNAP activity – biochemical, luminescent, no phosphate acceptor, uHTS, primary screen (AID 1001); purified TNAP, luminescent activation assay, no phosphate acceptor; higher activation fold means a stronger effect; activation fold at 20 µM, or EC50 in µM where a hit was titrated; 0.03% of 200,000 active; in the data active = activation fold from about 3, or a potency from the dose series; inactive = the rest, 99 in 100 with activation fold below about 1.6; also: many of its hits are not listed in these tables
P. falciparum M17LAP: P. falciparum M17LAP inhibitors, primary screen, biochemical, fluorogenic H-Leu-NHMec substrate, 1536-well (AID 1619) | recombinant M17LAP, H-Leu-NHMec fluorogenic kinetic assay; higher % means a stronger effect | 0.38% of 220,000 active | one-dose inhibition, % at 30 µM; IC50 in µM for titrated hits;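 active = compound inhibiting the enzyme by more than half at any dose during confirmatory dose-response retesting; inconclusive = strong single-dose inhibitors picked by rank but not retested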;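 also: plate controls were full reaction with DMSO carrier for no effect and no enzyme background for full effect; strong numbers were not always called active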
PMI inhibitors: MPI enzyme activity inhibition – biochemical, fluorescence intensity, coupled assay, primary screen (AID 1209). inhibition, % at 20 µM; hits with a dose series show IC50 in µM. 0.42% of 190,000 active. purified PMI enzyme, coupled fluorescence intensity; higher % means a stronger effect;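 also: plate controls were DMSO vehicle for no effect and wells lacking substrate for full effect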
M1AAP inhibition: P. falciparum M1AAP inhibitors, biochemical, fluorogenic H-Leu-NHMec substrate, 1536-well (AID 1445). recombinant M1AAP, H-Leu-NHMec fluorogenic kinetic assay; higher % means a stronger effect. one-dose inhibition, % at 30 µM; IC50 in µM for titrated hits. 0.42% of 220,000 active;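 active = primary inhibition above the hit cutoff, then over 50% inhibition at one or more dose response concentrations, cut at about 23% in these data, passing the limit was not always enough; inconclusive = conflicting primary data, or primary hits not chosen for dose response; inactive = low primary inhibition, or under 50% at every dose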;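 also: plate controls were DMSO full reaction for no effect and no enzyme background for full effect; strong numbers were not always called active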
RSV CPE inhibition: inhibition of RSV-induced cytopathic effect – HEp-2 cells, primary 10 µM value included (AID 2391); HEp-2 cells, RSV-induced CPE inhibition; higher % means a stronger effect; CPE inhibition, % at 10 µM, or IC50 in µM where a hit was titrated; 0.13% of 310,000 active; in the data active = a potency from the dose series; inconclusive = CPE inhibition mostly from about 23% at the one dose, without a potency; inactive = the rest, 99 in 100 with CPE inhibition below about 21%; also: strong numbers were not always called active
T cell modulator: T cell immune modulation candidate. 2C CD8+ T cell-vesicle binding, flow cytometry; active compounds read low. calls only at 7 µM. 0.068% of 330,000 active. AID 2052;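 active = response, share of CD8 T cells binding vesicles, and their 90th percentile fluorescence all below set limits, cut at about 80% in these data, passing the limit was not always enough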
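Assay system – 2C mouse CD8+ T cells · Also added – QL9-loaded Drosophila micro-vesicles · Timing – Cell–vesicle co-incubation 1.5 h at 37 °C, staining 20 min on ice · Signal – flow cytometry of vesicle-bound cells · Measure – percent CD8+ FL2 mean versus row control · Controls – Peptide-free naked vesicles (low) and QL9 vesicles with 0.7% DMSO vehicle (high)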
T cell modulator vesicle-bound %: further read-out of T cell modulator, marked with its call; double positive events, %; measured here: CD8+ vesicle-bound cell fraction;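 binding gate set so that unloaded-vesicle control wells show 10% double positive cells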
* = called active by the depositor; i = inactive; ? = inconclusive; · = not tested or not shown; [ ] = another dose, or the depositor's remark. Rule as the data show it, unless noted: active = inhibition above about 50%; inactive = the rest.

Fields: West Nile virus CPE	K1F lysis inhibition	human PMI inhibitors	TNAP activation fold	P. falciparum M17LAP	PMI inhibitors	M1AAP inhibition	RSV CPE inhibition	T cell modulator	T cell modulator vesicle-bound %
#1 COc1ccc(Cc2nnnn2CC(=O)O)cc1
 : 0.6%	1.5%	-10%	1.1	9%	-7%	6%	-0.2%	i	27
#2 O=C(CCc1ccccc1)NCc1ccncc1
 : -0.4%	0.5%	·	·	·	·	·	0.5%	i	17
#3 Cc1ccc(C(=O)CCC(=O)N2CCN(c3ccc(F)cc3)CC2)cc1
 : -0.7%	0.4%	·	·	·	·	·	1.7%	i	46
#4 COc1ccc(-c2n[nH]c(=S)n2-c2ccccc2C)cc1
 : -0.1%	0.1%	·	·	·	·	·	0.0%	i	58
#5 CCN(CC)S(=O)(=O)c1cccc(-c2csc(C)n2)c1
 : 0.3%	-0.8%[50 µM]	·	·	8%	·	4%	3.1%	i	18
#6 O=C(O)c1ccc(N2C(=O)c3ccc(C(=O)c4cccc([N+](=O)[O-])c4)cc3C2=O)cc1
 : 0.2%	0.2%	-11%	1.1	9%	-25%	7%	-0.2%	i	47
#7 O=C(NCc1cccc(CNC(=O)C(=O)NCC2CCCO2)c1)C(=O)NCC1CCCO1 (stereo not drawn)
 : 0.5%	·	2%	1.1	-12%	6%	6%	0.7%	i	51
#8 O=C(Cn1c(=O)oc2ccc(Cl)cc21)Nc1ccon1
 : -0.5%	0.4%	·	·	·	·	·	4.5%	i	30
#9 N#Cc1c(N)nc(SCC(=O)NCc2ccc3c(c2)OCO3)c(C#N)c1-c1cccs1
 : -0.1%	0.4%	25%	1.2	-4%	-1%	8%	-0.3%	i	2
#10 CCN1CC(=O)Nc2cc(S(=O)(=O)N3CCOCC3)ccc21
 : -0.3%	-0.1%	-5%	1.1	-2%	-3%	-4%	-0.2%	i	43
#11 COc1cc(NC(=O)CSc2ccc(-c3ccccn3)nn2)cc(OC)c1
 : 2.0%	0.0%	·	·	·	·	·	2.9%	i	12
#12 COc1ccc(CNc2nc3ccccc3n2C(C)C)cc1
 : -0.8%	-0.2%	·	·	·	·	·	1.6%	i	59
#13 COc1ccc(-c2nnc(SCC(=O)NC3CCCc4ccccc43)n2N)cc1 (stereo not drawn)
 : -0.5%	2.7%	-7%	1.1	-4%	0%	-7%	-0.2%	i	33
#14 COc1cccc(N(C(=O)c2ccn[nH]2)C2(C(=O)Nc3c(C)cccc3C)CCCCC2)c1
 : -0.4%	-0.1%	-3%	·	8%	-2%	6%	4.9%	i	21
#15 O=C(NCc1nc2ccccc2[nH]1)c1ccc(S(=O)(=O)N2CCCC2)cc1
 : 0.2%	-0.1%	7%	1.2	-5%	4%	10%	0.5%	i	60

(list continues)
Fields: West Nile virus CPE	K1F lysis inhibition	human PMI inhibitors	TNAP activation fold	P. falciparum M17LAP	PMI inhibitors	M1AAP inhibition	RSV CPE inhibition	T cell modulator	T cell modulator vesicle-bound %
#16 CCC1CCCCN1C/C=C/c1ccccc1[N+](=O)[O-] (stereo not drawn)
 : -0.7%	7.2%	7%	1	7%	11%	9%	-1.6%	i	22
#17 CCOC(=O)c1c(NC(C)=O)sc2c(OCC(O)CNC(C)(C)C)c(Br)ccc12 (stereo not drawn)
 : -2.0%	-0.2%	·	1.1	·	·	·	-1.8%	i	53
#18 O=[N+]([O-])c1ccc(/C=C/c2ccc3ccccc3n2)cc1
 : -1.4%	0.3%	-2%	1.1	5%	-2%	0%	1.3%	i	46
#19 O=C(NCCc1ccccc1)C1CCC(Cn2c(=O)c3ccccc3n(Cc3cccc(F)c3)c2=O)CC1 (stereo not drawn)
 : -0.2%	1.7%	11%	1.2	-4%	22%	7%	5.0%	i	40
#20 O=C(Nc1ccccc1)N1N=C(c2ccc(F)cc2)CC1c1ccc(F)cc1 (stereo not drawn)
 : -0.7%	3.1%[50 µM]	19%	1.2	-3%	13%	3%	3.2%	i	39
#21 CS(=O)(=O)c1ccc(Cl)c(C(=O)NC2CCSc3ccccc32)c1 (stereo not drawn)
 : 0.1%	0.1%	·	·	·	·	·	-0.4%	i	35
#22 CCNS(=O)(=O)c1ccc(C)c(-n2cnnn2)c1C
 : 0.0%	3.1%	-10%	1	1%	-16%	-5%	0.5%	i	30
#23 CC(=O)Nc1ccc(/C=C2/Sc3ccccc3C2=O)cc1
 : -0.7%	-1.3%	·	0.9	-4%	·	-4%	-0.7%	i	24
#24 CCOc1ccc(CNS(=O)(=O)c2c(C)nc3scc(C)n3c2=O)cc1OC
 : -0.4%	0.0%	·	·	·	·	·	0.7%	i	33
#25 CC(C)(C)NC(=O)c1cccnc1Sc1ccccc1
 : -0.3%	0.1%	6%	1	5%	5%	0%	0.6%	i	44
#26 Cc1[nH]nc2c1C(C(C)C)C(C#N)=C(N)O2 (stereo not drawn)
 : -0.3%	0.2%	2%	1.1	11%	-7%	-8%	2.1%	i	33
#27 COc1ccc2c(C(=O)CCl)c[nH]c2c1
 : 0.5%	-0.1%	·	·	2%	·	-1%	-0.5%	i	54
#28 Cc1nc(Nc2ccc(Br)cc2Br)c([N+](=O)[O-])c(=O)[nH]1
 : 0.5%	-0.8%	·	·	·	·	·	13%	i	25
#29 CC(N=C1NC(C)(C)Cc2ccccc21)C(=O)O (stereo not drawn)
 : 0.0%	-0.6%	-6%	1	1%	0%	-4%	1.7%	i	20
#30 COc1ccc(-c2cc(C(F)(F)F)nc(NCc3cccnc3)n2)cc1
 : -1.2%	0.3%	10%	1	0%	12%	7%	-1.8%	i	1

Continued.
Fields: West Nile virus CPE	K1F lysis inhibition	human PMI inhibitors	TNAP activation fold	P. falciparum M17LAP	PMI inhibitors	M1AAP inhibition	RSV CPE inhibition	T cell modulator	T cell modulator vesicle-bound %
#31 COc1ccccc1N1CCN(/N=C/C=C\c2ccccc2[N+](=O)[O-])CC1
 : -0.5%	-0.7%	17%	1	-3%	14%	10%	1.4%	i	21
#32 CCCCNCc1ccc(OCc2ccc(Cl)nc2)c(OC)c1
 : 0.3%	-0.6%	·	·	3%	·	2%	0.1%	i	18
#33 Cc1cccc2c1N(CCOc1ccc(C(C)(C)C)cc1)C(=O)C2=O
 : -1.4%	1.5%[50 µM]	7%	1	-9%	10%	1%	?	i	53
#34 O=C(CNC(=O)c1ccc(N2C(=O)c3ccccc3C2=O)cc1)OCC(=O)c1ccc(Cl)cc1
 : -0.2%	0.2%	-14%	0.9	-2%	-1%	1%	9.2%	i	42
#35 CCN(CC)CCNC(=O)Cc1c(C(=O)O)n(CC)c2ccccc12
 : 0.5%	-0.1%	7%	1.1	1%	9%	0%	-0.5%	i	24
#36 CCc1cccc(NC(=O)CCCn2nc(C)c3c(C)n(-c4ccccc4)nc3c2=O)c1
 : -0.1%	0.2%	·	·	·	·	·	11%	i	48
#37 O=S(=O)(/C=C/c1ccccc1)c1ccccc1
 : 2.1%	0.5%	-4%	1.1	0%	1%	3%	1.8%	i	24
#38 COc1ccc(CN(Cc2ccc(C(=O)O)cc2)C(=S)Nc2cccc(C)c2)cc1OC
 : 0.9%	0.4%	-3%	0.9	1%	-10%	-3%	2.1%	i	20
#39 O=C(O)CCc1nn2c3ccccc3nc2n(-c2ccccc2)c1=O
 : -0.2%	2.5%[50 µM]	-1%	1.1	18%	0%	8%	1.2%	i	30
#40 CCOc1ccc(NC2=CC(=O)CC(c3ccco3)C2)cc1 (stereo not drawn)
 : -2.0%	0.1%	21%	1.1	6%	11%	5%	0.8%	i	34
#41 O=c1[nH]c2cc3c(cc2cc1CN(Cc1cccs1)Cc1nnnn1Cc1ccco1)OCCO3
 : 0.3%	-1.1%	25%	1.1	27%	-3%	?	-3.8%	i	41
#42 Clc1ccccc1CN(Cc1ccco1)Cc1nnnn1C1CCCC1
 : -0.6%	0.2%	-8%	1	-1%	-8%	4%	17%	i	13
#43 Cc1ccc(C(=O)N(c2ccccc2)C2CC(C)N(C(=O)c3ccco3)c3ccccc32)cc1 (stereo not drawn)
 : 1.4%	1.9%	15%	1	0%	22%	-3%	19%	i	42
#44 CC1=C(C(=O)Nc2ccc(C)cc2)C(c2ccc(C)o2)C2=C(CC(C)(C)CC2=O)N1 (stereo not drawn)
 : -0.1%	0.9%	6%	1.1	10%	7%	13%	0.4%	i	12
#45 CCC(Oc1ccc(C)c(C)c1)C(=O)O (stereo not drawn)
 : 1.1%	-0.5%	8%	1.1	2%	18%	4%	-0.9%	i	42

Complete entries from above. Order of values: West Nile virus CPE, K1F lysis inhibition, human PMI inhibitors, TNAP activation fold, P. falciparum M17LAP, PMI inhibitors, M1AAP inhibition, RSV CPE inhibition, T cell modulator, T cell modulator vesicle-bound %
COc1ccc(CN(Cc2ccc(C(=O)O)cc2)C(=S)Nc2cccc(C)c2)cc1OC is listed with 0.9%, 0.4%, -3%, 0.9, 1%, -10%, -3%, 2.1%, i, 20
O=C(O)CCc1nn2c3ccccc3nc2n(-c2ccccc2)c1=O is listed with -0.2%, 2.5%[50 µM], -1%, 1.1, 18%, 0%, 8%, 1.2%, i, 30
CCC(Oc1ccc(C)c(C)c1)C(=O)O (stereo not drawn) is listed with 1.1%, -0.5%, 8%, 1.1, 2%, 18%, 4%, -0.9%, i, 42
O=C(CNC(=O)c1ccc(N2C(=O)c3ccccc3C2=O)cc1)OCC(=O)c1ccc(Cl)cc1 is listed with -0.2%, 0.2%, -14%, 0.9, -2%, -1%, 1%, 9.2%, i, 42
COc1ccccc1N1CCN(/N=C/C=C\c2ccccc2[N+](=O)[O-])CC1 is listed with -0.5%, -0.7%, 17%, 1, -3%, 14%, 10%, 1.4%, i, 21

(next part)
Fields: West Nile virus CPE	K1F lysis inhibition	human PMI inhibitors	TNAP activation fold	P. falciparum M17LAP	PMI inhibitors	M1AAP inhibition	RSV CPE inhibition	T cell modulator	T cell modulator vesicle-bound %
#46 O=C(CN1CCCCC1)Nc1scc2c1c(=O)oc1ccccc12
 : 0.1%	0.7%	·	·	6%	·	2%	·	i	16
#47 CCC(CC)C(=O)N1CC(=O)Nc2ccc(F)cc2C1c1ccccc1 (stereo not drawn)
 : 0.1%	0.2%	·	·	·	·	·	3.6%	i	61
#48 Cc1ccc(Oc2cc(C)nc(-c3ccccc3O)n2)cc1
 : 0.8%	0.6%	17%	1.2	-6%	16%	6%	2.6%	i	50
#49 Cn1cnc2cc(NCc3ccccc3O)ccc21
 : 1.3%	0.1%	·	·	·	·	·	2.0%	i	42
#50 O=C(O)c1cn(-c2ccccc2)nc1-c1cccnc1
 : 0.3%	1.6%	5%	1.1	-4%	9%	11%	1.1%	i	50
